MPTP block = inhibitors of mitochondrial permeability transition pore | inhibition, % at 10 µM | isolated mouse mitochondria, Ca2+ swelling absorbance, 30 min | AID 602449 | 360,000 tested, 1.4% active;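 active = inhibition of 50% or more, scaled per plate between neutral and stimulator controls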;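 also: 0% = DMSO wells given calcium and 100% = 1 mM EGTA wells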
Numbers without * were called inactive. A portion of the library; count on the stated rates, not on these rows.

SMILES,MPTP block
CC1(C(=O)Nc2cnc3ccccc3c2)CCN1CCOc1ccccc1 (stereo unspecified),-0.9
COc1cccc(C(C)(O)c2nc(-c3ccccc3C)cs2)c1 (stereo unspecified),0.9
CC1(C(=O)NS(=O)(=O)c2cccc(OC(F)F)c2)CCN1C(=O)CC1CCCC1 (stereo unspecified),0.0
O=C1C=CC(O)C2(CO)OC12 (stereo unspecified),-0.9
COC(=O)N(C)C[C@H]1OCc2cnnn2CCCC(=O)N([C@H](C)CO)C[C@H]1C,-0.6
COc1ccc2[nH]c3c(c2c1)CNCC3,0.1
CCCS(=O)(=O)NC(=O)C1(C)CCN(C(=O)/C=C/c2ccccc2)C1 (stereo unspecified),1.2
Cc1ccccc1-c1cc2c(c3c1ccn3C)C1CCC2O1 (stereo unspecified),1.5
CCc1cc(-c2nnn(CCC3COCCO3)c2C(C)(C)O)ccc1-c1cn(CCc2c[nH]c3ccccc23)nn1 (stereo unspecified),0.6
O=C(Nc1ccc2c(c1)OCCO2)C(C1CC1)n1c(=O)c(-c2ccccc2)nc2ccccc21 (stereo unspecified),0.7
CC(C)n1nnnc1C1c2ccccc2C(=O)N1Cc1cccc(F)c1 (stereo unspecified),1.2
Cc1nc2c(OCc3ccc(Cl)cc3Cl)cccn2c1N(C)Cc1cccs1,72*
O=C(COC(=O)c1cccc(F)c1)Nc1cccc(S(=O)(=O)N2CCOCC2)c1,-1.1
COc1ccncc1-c1ccccc1C1=CC(=O)CC(C)(C)C1=O,-0.3
C[C@H]1CN([C@@H](C)CO)C(=O)c2cc(-c3cccnc3)cnc2O[C@H]1CN(C)Cc1ccc(Oc2ccccc2)cc1,-0.5
Cc1csc(-c2nc3ccccc3n2C(C(=O)NC(C)(C)C)c2ccccc2)c1 (stereo unspecified),4.8
CC(C)(C)C(=O)N1CCC2CC1c1cc(-c3ccc4c(c3)OCO4)ccc12 (stereo unspecified),2.4
COC(=O)[C@@]1(Sc2ccc(C)cc2)CC(=O)N(c2ccc(Cl)cc2)[C@@H]1c1ccccc1,1.4
Cn1c(CCN2CCN(c3ccccn3)CC2)nc2cc(NS(=O)(=O)c3ccc(F)cc3)ccc21,5.5
Cc1ccccc1C(=O)N1CCC[C@@H]1C(=O)N1CCC[C@H]1C(=O)NCc1ccncc1,-0.1
Clc1cccc(-c2nc3c4ccccc4ccn3c2Cc2ccccc2)c1,2.2
CC(=O)Nc1ccc(NC(=O)C2Cc3c(-c4cccc(NC(C)=O)c4)ccnc3O2)cc1 (stereo unspecified),-0.4
OCC[C@@H]1C[C@H](O)[C@@H](O)[C@@]2(OCCCc3cc(C(F)(F)F)ccc32)O1,-3.1
CN1C=CC(=C[N+](=O)[O-])N(C)C1=O,-0.5
CCN(CC)C(=O)C1=C(C)N(Cc2ccc(C(C)(C)C)cc2)C(=O)C(CC(=O)NCC2CCCCC2)C1 (stereo unspecified),-2.5

Three of the entries above in order of the MPTP block value, smallest number first.
SMILES,MPTP block
CCN(CC)C(=O)C1=C(C)N(Cc2ccc(C(C)(C)C)cc2)C(=O)C(CC(=O)NCC2CCCCC2)C1 (stereo unspecified),-2.5
CN1C=CC(=C[N+](=O)[O-])N(C)C1=O,-0.5
CCc1cc(-c2nnn(CCC3COCCO3)c2C(C)(C)O)ccc1-c1cn(CCc2c[nH]c3ccccc23)nn1 (stereo unspecified),0.6

Part of the list above, as labelled records.
C[C@H]1CN([C@@H](C)CO)C(=O)c2cc(-c3cccnc3)cnc2O[C@H]1CN(C)Cc1ccc(Oc2ccccc2)cc1
  MPTP block: -0.5

Cc1csc(-c2nc3ccccc3n2C(C(=O)NC(C)(C)C)c2ccccc2)c1 (stereo unspecified)
  MPTP block: 4.8

(next part)
SMILES,MPTP block
CCN(CC(=O)Nc1c(F)cccc1F)C(=O)CSCc1ccc(C)cc1,1.1
O=C1NC[C@H](CCCCN2C[C@H](Cc3ccc(O)cc3)N(CC3CCCCC3)C(=O)C2=O)N(CCc2ccccc2)C1=O,-1.6
CCCCN1C[C@H](CSC)[C@@H](CC(=O)Nc2ccc(Br)cc2)C1=O,1.0
COc1ccc(N2CCN(CCCn3cnc4c(SC)ncnc43)CC2)cc1,-2.2
CC(C)(C)OC(=O)NCCc1onc(-c2ccc([N+](=O)[O-])cc2)c1C(=O)O,0.7
COCCNC(=O)c1cc2c(c(-c3cccc(C#CC(C)(C)O)c3)n1)[C@@H](CCO)N(S(=O)C(C)(C)C)C2 (stereo partly specified),-0.7
Cc1ccc(S(=O)(=O)N2C[C@H]3C(=O)C[C@@H](c4cccc5ccccc45)N(S(=O)(=O)c4ccc(C)cc4)[C@H]3C[C@H]2c2ccc(Cl)cc2)cc1,0.8
CCC1NC(=O)c2cccnc2-n2c1nc1ccc(C)cc1c2=O (stereo unspecified),-0.1
CCCN1CCN(C(=O)c2ccc(S(=O)(=O)N(C)c3ccccc3OC)cc2)CC1,-2.3
Cc1ccccc1Oc1ccc2c(c1)[C@@H]1C[C@H](N(C)C(=O)c3ccco3)[C@H]([C@H](C)O)C(=O)N1CC2,-1.8
CCCCc1c(-c2cccc(OC)c2)ncn1CCc1ccccc1OC,10
CC(=O)Nc1cccc(-c2ccnc3c2CC(C)(C(=O)Nc2ccc(F)c(Cl)c2)O3)c1 (stereo unspecified),-1.3
COC(=O)/C=C1\OCc2ccc(C)cc21,-0.1
COC12CC(=O)C(C(C)=O)=C(O)C1(C)c1c(O)c(C)c(O)c(C(C)=O)c1O2 (stereo unspecified),5.4
O=C(NC(c1ccc(Cl)cc1)c1cnccn1)C1CCN(CCOc2ccc(F)cc2)CC1 (stereo unspecified),0.6
Cc1onc(-c2c(F)cccc2Cl)c1C(=O)OCC(=O)N(C)c1ccccc1,-1.1
Cc1ccc(Cc2c(-c3cccc(Cl)c3)nc3cc(C)c(Br)c(C)n23)cc1,1.5
COc1cccc(C(=O)N2CCC[C@@H]2C(=O)N2CCC[C@@H]2C(=O)NCc2ccccc2Cl)c1,0.5
COc1ccc(-c2csc(C(O)c3cccnc3)n2)cn1 (stereo unspecified),0.1
CCCNC(=O)C1(C)CCCN(C(=O)c2cccnc2Oc2ccccc2)C1 (stereo unspecified),-0.1
Clc1ccc(-c2nc3ccc(Cl)cn3c2Cc2ccccc2)cc1,0.3
O=C(/C=C/[C@H]1O[C@@H](n2cnc3c(NC(=O)c4ccccc4)ncnc32)[C@H](O)[C@@H]1O)NCCc1ccc(F)cc1,-2.5
O=C(NCc1ccccc1)c1ccc(CS(=O)Cc2cccc(Cl)c2)o1 (stereo unspecified),-2.2
CC(C)N1CC2(CC(c3ccccc3C(F)(F)F)=NO2)CN1C(=O)c1ccco1 (stereo unspecified),-0.7
Nc1c(-c2ccc(F)cc2)nc2ncccn12,1.1
CCC(c1nnnn1-c1ccc2c(c1)OCCO2)N1CCN(C(=O)c2ccco2)CC1 (stereo unspecified),2.3
CCOC(=O)c1cc(-c2sc(NC(=O)c3ccccc3)nc2C)n(CCO)n1,1.6
CC(=O)N(C)[C@H]1C[C@@H](c2ccccc2)N(C(C)=O)C[C@H]1CO,1.0
COc1ccc(-c2nc3ccc(C)cn3c2Cc2ccsc2)cc1OC,-1.9
COC(=O)C1(C(=O)OC)CCCCN(S(=O)(=O)c2ccc(C)cc2)CCC1,0.4
CC(C)(C)C(=O)c1c(N)[nH]c(C(=O)c2ccccc2)c1-c1c(F)cccc1F,0.2
COc1ccc(-c2cc3ccccc3c(=O)o2)cc1,1.0
CCC(c1nc2ccccc2[nH]1)N(CCCn1ccnc1)C(=O)c1ccc(C(F)(F)F)cc1 (stereo unspecified),-0.6
CCCNC(=O)C1(C)CCN(C(=O)Cc2ccc3ccccc3c2)C1 (stereo unspecified),0.5
CCC(=O)N1Cc2cc(C(=O)NCC(F)(F)F)nc(-c3cccc(-c4cncnc4)c3)c2[C@@H]1CCO,-0.8
COc1ccc2c(CN3CCCCC3)cc(=O)oc2c1,-0.7
Cc1ccc(F)c(S(=O)(=O)NC(=O)C2(C)CCN2C(=O)CCC2CCCC2)c1 (stereo unspecified),0.9
CC(C)(C)c1ccc(CC(=O)N2CCC2(C)C(=O)Nc2cnc3ccccc3c2)cc1 (stereo unspecified),1.2
COc1ccc(C(O)C(O)(C(=O)OC(C)C)c2ccc(C)cc2)cc1 (stereo unspecified),0.2
Cc1ccc(S(=O)(=O)N2CCN(C(=O)c3cc(C4CC4)nn3-c3ccccc3)CC2)cc1,0.1
COCCNC(=O)C1(C)CCCN(C(=O)c2ccc(F)c(Cl)c2)C1 (stereo unspecified),-0.2
NS(=O)(=O)c1ccc(NCc2cnc3ccccc3c2)cc1,5.2
COc1ccc(Cc2c(-c3ccc(C#N)cc3)nc3c4ccccc4ccn23)c(C)c1,3.5
COCC1CCN(C(=O)c2ccc3oc(C(C)C)nc3c2)C1 (stereo unspecified),-1.4
C[C@@H](CO)NC(=O)c1nc[nH]c1C(=O)N[C@H](C)c1ccccc1,0.2
COc1ccc(-c2cn(CC[C@@H]3CC[C@H](NC(=O)Cc4ccccn4)[C@@H](CO)O3)nn2)cc1,-1.4
CC(C)NC(=O)Nc1nnc([C@H]2C[C@H](O)[C@@H](CO)O2)s1,0.7
COc1ccc(OC)c(NS(=O)(=O)c2ccc(-n3cccn3)cc2)c1,-0.5
NS(=O)(=O)c1ccc(S(=O)(=O)N2CCCC(c3ccccc3)C2)cc1 (stereo unspecified),1.0
COc1cccc(C2=NN(C(=O)C3CC3)C(O)(C(F)(F)F)C2)c1 (stereo unspecified),0.2

Some of these compounds in order of heavy-atom count, lowest first.
SMILES,MPTP block
CC(=O)N(C)[C@H]1C[C@@H](c2ccccc2)N(C(C)=O)C[C@H]1CO,1.0
COc1ccc(C(O)C(O)(C(=O)OC(C)C)c2ccc(C)cc2)cc1 (stereo unspecified),0.2
COc1ccc(Cc2c(-c3ccc(C#N)cc3)nc3c4ccccc4ccn23)c(C)c1,3.5

The list goes on:
SMILES,MPTP block
CCCCN1CC(N2CCN(C)CC2)CS1(=O)=O (stereo unspecified),-0.7
CCOC(=O)C1=CCN(S(=O)(=O)c2ccccc2F)C1c1ccc(C)cc1 (stereo unspecified),0.5
O=C(CC1CCCC1)N1CCN(S(=O)(=O)c2cccc(Br)c2)CC1,9.4
CCc1nc2ccc(C(=O)N3CCN(C)CC3)cn2c1N(C)CCC(C)C,1.1
O=S1(=O)CC(N2CCN(CC3CC3)CC2)CN1C1CCCCC1 (stereo unspecified),0.5
OC(c1ccccc1)(c1ccccc1)C1CCN(CCCOc2ccc(F)cc2)CC1,4.8
CSC[C@H]1CN(c2ccc(Br)cc2)C(=O)[C@@H]1CC(=O)Nc1ccccc1,-0.1
COc1cccc(C(=O)NCCCNc2nc3cc(C)cc(C)c3cc2C#N)c1,-0.9
O=C(CCCn1c(=S)[nH]c2ccsc2c1=O)Nc1ccc(F)cc1,-1.8
COc1cccc(CNS(=O)(=O)c2cc(Br)ccc2Br)c1,-0.8
CC1(C(=O)NS(=O)(=O)c2ccc(Cl)cc2)CCN1C(=O)COc1ccc(Cl)cc1 (stereo unspecified),1.5
C[C@@H]1ON(C)[C@H]2C[C@H]3c4[nH]c5ccccc5c4CCN3C(=O)[C@@H]12,-0.8
O=C(NCC(=O)N1CCCCCCC1)c1ccc(Cl)c(Cl)c1,-1.6
Cc1ccc(Cc2c(-c3ccc(F)cc3)nc3cc(C)ccn23)cc1,-1.9
CC1(C(=O)NCc2cccc3ccccc23)CCN1Cc1ccc(OC(F)(F)F)cc1 (stereo unspecified),1.5
CN(CCC#N)c1ccc(C=C(C#N)c2ccc(Br)cc2)cc1,0.5
CNc1ncnc2c1ncn2[C@H]1CN(Cc2ccc(OC)cc2)C[C@@H](CO)O1,-1.2
CC1(C(=O)NS(=O)(=O)C2CC2)CCN(C(=O)c2c(F)cccc2F)C1 (stereo unspecified),-0.8
CCC(=O)N(C)C[C@H]1Oc2cc(Br)ccc2S(=O)(=O)N([C@@H](C)CO)C[C@H]1C,0.2
COC(=O)[C@@H]1ON2OCC(C)=C3CCCC[C@@]32[C@H]1C(=O)OC,-0.5
CS(=O)(=O)c1ccc(S(=O)(=O)N2CCN(C(=O)C(O)c3ccccc3)CC2)cc1 (stereo unspecified),0.0
Cc1ccc(S(=O)(=O)N2CCCC(C(=O)NCCc3ccc(Cl)cc3)C2)cc1 (stereo unspecified),-0.3
CCCCNC(=O)C1C(c2ccc(C(F)(F)F)cc2)=Nc2ccccc2N1C(=O)c1cccc2ccccc12 (stereo unspecified),-0.5
O=C(/C=C/[C@H]1O[C@@H](n2cnc3c(NC(=O)c4ccccc4)ncnc32)[C@H](O)[C@@H]1O)NCc1cccc2ccccc12,-0.1
COc1ccc(C(C)(O)c2nc(-c3ccc(C)c(C)c3)cs2)cc1 (stereo unspecified),2.2

Shown as a hit in MPTP block, of those listed so far:
SMILES,MPTP block
Cc1nc2c(OCc3ccc(Cl)cc3Cl)cccn2c1N(C)Cc1cccs1,72*

Next section
SMILES,MPTP block
Cc1nc(Cn2c3ccc(NC(=S)NC4CCCCC4)cc3c(=O)n2C)cs1,0.8
Cc1nc(CN(C)c2ncnc3ccc(-c4ccc5c(c4)OCO5)cc23)cs1,0.0
CCc1nc2ccc(C(=O)NCCOc3ccc(OC)cc3)cn2c1N(CCC(C)C)CCN(C)C,-1.2
CCCCC[C@H]1CCCCC[C@H](O)C[C@@H](O)[C@H](O)/C=C/C(=O)O1,0.4
O=C(CNC(=O)N1CC(=O)Nc2ccccc21)NCc1ccc(F)cc1,-0.7
CC(=O)C1=CCC(c2ccccc2)N(S(C)(=O)=O)C1 (stereo unspecified),-0.1
CC1(C)CN(c2ccc(Br)cc2)C(=O)[C@H]1CC(=O)Nc1ccccc1,-0.7
CCOC(=O)C1(C)CCN1C(=O)c1cc(C)n(C(C)(C)C)n1 (stereo unspecified),1.1
CC(C)NC(=O)C1(C)CCCN1C(=O)c1ccc2c(c1)C(C)(C)CCC2(C)C (stereo unspecified),1.2

Compound activity from PubChem.
